Screening data from PubChem.
APP 5'UTR act: activates APP 5'UTR luciferase reporter; 1% of 190,000 active; AID 1276; SH-SY5Y APP 5'UTR luciferase reporter, luminescence; zero percent = DMSO vehicle wells; activation, % at 2 µM;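 active = activation above a set limit, based on mean plus 3 SD of controls, cut at about 140% in these data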; also: values of inactives mirror those of a sister screen read the other way
PMI act hi M6P: PMI (human) activation, high substrate; AID 1216; 0.34% of 190,000 active; P34949; activation factor at 20 µM; coupled PMI enzyme assay, resazurin fluorescence, 20 min; active compounds read high; 1 = untreated enzyme, 0 = substrate-free blank;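 active = activation factor of 2 or more at 20 µM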
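Material: human phosphomannose isomerase with PGI, G6PDH, diaphorase coupling enzymes. Quantity: 15 ng/mL PMI. Medium: HEPES pH 7.4 buffer with MgCl2 and Tween-20. Reagent: Near-saturating mannose-6-phosphate, 1.0 mM. Compound: 20 µM single dose. Times: enzyme reaction with compound 20 min at room temperature. Detection: resorufin fluorescence at Ex 544/Em 590 nm.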
bIAP activator: increases bovine intestinal alkaline phosphatase activity | purified bovine IAP, CDP-star luminescence, 30 min; active compounds read high; fold of DMSO-control signal, blank-subtracted | activation factor at 20 µM | 0.17% of 200,000 active;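 active = activation factor of 2 or more at 20 µM, a signal rise over negative controls twice the positive control's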
PMI act: phosphomannose isomerase (human) activation; P34949; purified human PMI, coupled resazurin fluorescence, 20 min; active compounds read high; 1 = vehicle control, 0 substrate-free wells; activation factor at 20 µM; 0.005% of 190,000 active;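 active = activation factor of 2 or more at 20 µM, relative to plate controls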
FLuc stim CS: affects firefly luciferase, flagging false hits in luciferase stimulation screens | ATPlite luciferase biochemical, luminescence, 10 min; 0 = ATP-free wells, 1 = DMSO control | AID 1027 | activation factor at 10 µM | P08659 | 200,000 tested, under 10 active;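 active = luciferase activation factor, scaled between plate controls, of at least 2 with compound at 10 µM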
Target sequence (P08659 whole entry, looked up): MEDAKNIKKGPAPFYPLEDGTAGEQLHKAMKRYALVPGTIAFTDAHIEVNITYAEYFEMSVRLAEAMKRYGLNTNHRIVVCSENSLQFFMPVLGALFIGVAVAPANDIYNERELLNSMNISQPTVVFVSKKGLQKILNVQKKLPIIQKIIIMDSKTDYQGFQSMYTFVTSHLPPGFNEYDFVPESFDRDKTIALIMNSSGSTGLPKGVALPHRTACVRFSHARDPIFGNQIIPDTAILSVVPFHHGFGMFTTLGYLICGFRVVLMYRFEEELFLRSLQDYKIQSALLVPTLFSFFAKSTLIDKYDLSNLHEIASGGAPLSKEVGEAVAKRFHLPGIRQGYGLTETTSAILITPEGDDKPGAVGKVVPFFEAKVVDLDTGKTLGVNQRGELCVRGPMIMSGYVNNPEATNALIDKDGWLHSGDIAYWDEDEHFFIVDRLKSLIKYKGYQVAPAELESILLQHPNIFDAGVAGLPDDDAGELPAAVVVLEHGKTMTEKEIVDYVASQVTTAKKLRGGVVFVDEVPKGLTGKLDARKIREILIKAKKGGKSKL
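Assay system – cell-free luciferase reagent · Medium – PBS-based ATP solution · Dosing – test compounds dosed from 2 mM stocks in 100% DMSO · Timing – 10 min, room temperature · Technique – light output (luminescence) · Measure – luminescence gain marking luciferase activators · Controls – No-ATP low control, compound-free enzyme-plus-ATP high control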
TNAP inh no acc: TNAP (human) inhibition, acceptor-free conditions | purified TNAP, CDP-star luminescence, 30 min | 0.26% of 200,000 active | P05186 | inhibition, % at 20 µM | AID 1012;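 active = tissue-nonspecific alkaline phosphatase inhibition above about 50% at 20 µM in the single-dose screen, limit read from the data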;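 also: 0% = DMSO negative control and 100% = EDTA positive control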
Target sequence (P05186 whole entry, looked up): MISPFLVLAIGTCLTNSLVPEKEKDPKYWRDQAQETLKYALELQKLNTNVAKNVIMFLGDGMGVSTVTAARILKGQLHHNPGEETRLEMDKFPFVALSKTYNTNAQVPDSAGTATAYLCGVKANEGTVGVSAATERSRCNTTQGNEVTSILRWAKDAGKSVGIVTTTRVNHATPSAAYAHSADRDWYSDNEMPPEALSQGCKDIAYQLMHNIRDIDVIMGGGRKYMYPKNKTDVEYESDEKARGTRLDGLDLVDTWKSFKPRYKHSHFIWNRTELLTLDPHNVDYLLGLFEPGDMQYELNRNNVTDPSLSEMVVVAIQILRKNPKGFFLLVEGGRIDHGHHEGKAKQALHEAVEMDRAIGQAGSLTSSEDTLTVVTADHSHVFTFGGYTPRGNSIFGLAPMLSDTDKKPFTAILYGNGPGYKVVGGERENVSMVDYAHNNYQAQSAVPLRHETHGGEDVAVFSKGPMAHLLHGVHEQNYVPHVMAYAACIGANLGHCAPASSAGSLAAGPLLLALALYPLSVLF
TNAP act hiacc: activators of human TNAP at high phosphate acceptor concentration; activation factor at 20 µM; P05186; 200,000 tested, under 10 active; purified TNAP, CDP-star luminescence, 1 M DEA, 30 min; active compounds read high; 0 = EDTA background, 1 = DMSO-only activity;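 active = activation factor at least 2 at 20 µM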
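Test system – human TNAP · Doses – 20 µM single point · Incubation – 30 min, room temperature · Signal – luminescent substrate turnover signal · Read-out basis – activation factor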
NF-kB neuron act: raises NF-kB expression in human neuronal cells | fold change at 12.5 µM | 1.6% of 190,000 active | AID 1239 | NF-kB reporter expression; active compounds read high; in the data active = fold change above about 3.3
FLuc inh counter: Photinus pyralis luciferase inhibition counter-screen; inhibition, % at 10 µM; P08659; ATPLite firefly luciferase biochemical luminescence, 10 min; 1.5% of 200,000 active;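 active = inhibition above about 50% when tested at 10 µM, limit read from the data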
TNAP inh hi DEA: TNAP (human) inhibition, high acceptor; P05186; purified TNAP, CDP-star luminescence, 1 M DEA; inhibition, % at 20 µM; 0.03% of 200,000 active; AID 1135;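 active = over 50% inhibition of tissue-nonspecific alkaline phosphatase at 20 µM in the single-dose screen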;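 also: plate controls were DMSO wells for no effect and EDTA-quenched wells as full inhibition for full effect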
Starred values were filed as active, the others as inactive; · = not tested or not shown.

SMILES	APP 5'UTR act	PMI act hi M6P	bIAP activator	PMI act	FLuc stim CS	TNAP inh no acc	TNAP act hiacc	NF-kB neuron act	FLuc inh counter	TNAP inh hi DEA
O=C(NCC1CCCO1)C(c1cccs1)N(C(=O)c1ccc(-c2ccccc2)[nH]1)C1CCCC1 (stereo not drawn)	-5	0.9	0.9	0.8	1	-8	1	1.1	-2	3
CC(C)c1ccc(-c2nc(N3CCOCC3)[nH]c(=O)c2C#N)cc1	2	1	1.1	0.9	1.2	-1	1	0.97	-18	-4
CC(=O)c1cc(C(=O)N2CCc3c([nH]c4ccccc34)C2C2CCCCC2)[nH]n1 (stereo not drawn)	3	0.9	1.1	0.8	1.1	-10	1.1	1.2	-6	-9
CO/N=C(\Cn1ncc(N2CCCC2)c(Cl)c1=O)c1ccc(Cl)cc1	-9	1	0.9	1	1	-11	1.1	0.67	0	-6
Cc1nn(CC(=O)NCC2CCCO2)c(C)c1[N+](=O)[O-] (stereo not drawn)	17	1	0.9	1.1	1	-8	1	0.93	-5	0
O=C(O)c1ccccc1C(=O)N(Cc1ccccc1)Cc1ccccc1	10	1	0.9	1	1	-16	1.1	1.2	-5	-7
Cc1sc(NC(=O)CN2CCN(c3ccccn3)CC2)c(C#N)c1C	-9	1	0.4	1	1	-8	1	1.1	-4	-1
Clc1cccc(CNCCNCc2cccc(Cl)c2)c1	21	1	0.9	0.9	1	-7	1.1	0.89	-4	-6
Nc1nc(N)c2nc(-c3ccccc3)c(N)nc2n1	8	0.9	0.8	1	1	-10	1	1.2	-1	-4
COc1ccc(C(=O)C[n+]2ccccc2C)cc1	-5	1	1	1.1	1	-7	1	1.5	4	-4
CCOC(=O)c1c(CN2CCOCC2)n(-c2ccccc2)c2cc(Br)c(OC)cc12	11	0.8	1	0.8	1	-3	1.1	1	-2	-8
O=C(N/N=C/c1cccc(C(F)(F)F)c1)c1ccc(O)cc1	-5	0.9	1	0.9	0.8	-2	1	1.4	16	-3
CC(C)(C)S(=O)(=O)/C(C#N)=N/Nc1ccc(C#N)cc1	15	1.1	0.9	1.1	1	-4	1	0.98	-3	2
CCN1CCN(C(=S)Nc2ccc3nc(N4CCN(C)CC4)cc(C)c3c2)CC1	-12	0.8	1	0.8	1.1	-18	1	0.84	-5	-1
COc1cccc(CNc2ncnc3cc(OC)c(OC)cc23)c1	10	0.9	0.9	0.9	1.1	-9	1	0.62	-5	0
Cc1cc(C)c2c(=O)[nH]c(SCC(=O)Nc3ccccc3)nc2n1	6	1	0.9	0.9	1.1	-10	1.1	1.1	-6	-7
COc1ccccc1CN(C(=O)CCl)C(C(=O)NC1CCCCC1)c1ccncc1 (stereo not drawn)	7	0.9	0.8	1	1	-8	1	1.4	-2	-2
CC(=O)C1=C(C)NC(C)=C(C(C)=O)C1c1cn(-c2ccccc2)nc1-c1cccs1	-15	1.2	0.9	1.2	1.1	4	0.9	1.1	-9	5
COC(=O)c1ccc(C(=O)OC)c(NC(=O)Oc2ccccc2)c1	12	1	0.9	0.9	0.9	-12	1	1.3	7	1
O=C(Nc1ccc(F)c(F)c1)c1ccco1	14	·	1.2	·	1	-11	1.1	0.98	2	-7
CCC1=NN2C(=N)/C(=C\c3cccn3-c3ccc(C)cc3C)C(=O)N=C2S1	5	0.9	1.2	0.9	1	2	1	1.2	-4	4
CC(C)COC(=O)Cc1c(O)c2ccccc2[nH]c1=O	2	0.9	0.9	0.9	1	-12	1	1.2	-2	-5
Cc1[nH]c2c(C)cccc2c1CCNS(=O)(=O)c1cccc([N+](=O)[O-])c1	0	1	1	0.9	1.1	-19	1	0.85	-6	3
NC(=O)c1nn(-c2ccccc2)nc1N	-12	0.9	1	0.9	1	-8	1	1	0	-3
O=C(O)c1nc2ccccc2nc1C(=O)O	43	1.2	1	1	1	-9	1	1.4	4	-4
CCOC(=O)N1CCN(S(=O)(=O)c2ccc(C(=O)Nc3nnc(CC)o3)cc2)CC1	10	1.2	0.9	1.2	1	-18	1	0.97	1	0
O=C(Nc1ccc([N+](=O)[O-])c(NC(=O)C2CCCO2)c1)C1CCCO1 (stereo not drawn)	1	0.5	0.5	0.8	1	-6	1	1.1	-4	-2
CCN(c1ccccc1)S(=O)(=O)c1ccc(C(=O)Nc2nnc(-c3ccco3)o2)cc1	3	1.3	1.3	1.2	1	-35	1	0.67	-2	-4
CCc1nc2ccccc2n1Cc1cc(=O)n2cc(C)ccc2n1	1	1	0.9	1	1.1	-16	1.1	2.5	-5	-7
Cn1c(Cc2cccs2)n[nH]c1=S	15	1.2	0.9	1.1	1	29	1	1.4	-3	1
Cn1c(Sc2ccc(C(=O)O)cc2[N+](=O)[O-])nnc1-c1ccccc1	-7	1.1	1	1.1	1.1	-9	1	1.2	-8	-4
CCN(CC)CCOCCOc1cc(C)c(Cl)c(C)c1	-6	1	0.9	1	1.1	-14	1.1	1	-6	-6
CCN(CC)C(=O)C(=O)Nc1cccc(Br)c1	23	0.9	1.1	0.9	1.1	-13	1	1.6	-5	-3
CCOC(=O)C1CCCN(C(=O)/C=C/c2ccc([N+](=O)[O-])cc2)C1 (stereo not drawn)	-7	0.9	1	0.9	1	-9	1	1.1	0	-2
Cc1nn2cc(-c3ccc(Cl)cc3)cnc2c1Br	208*	1.1	1	1.1	0.9	-9	1	4.1*	8	-3
Cc1c(C(=O)O)oc2ccc(S(=O)(=O)NCc3ccccc3)cc12	-4	1.1	1	1.1	1	-12	1	1.2	-5	-4
CCN(CC)CCNC(=O)c1cc2cc(Br)ccc2s1	0	1.1	1.1	1.1	1.1	1	1	1.1	-8	-2
c1coc(Cn2nnnc2CN2CCN(C3CCCC3)CC2)c1	7	1	0.9	1	1	-10	1	1.1	-4	0
O=C(N/N=C\c1cn[nH]c1-c1ccccc1)c1cccnc1	-9	1	1.5	1	1	8	1	1.1	4	1
Cn1cnnc1SCC(=O)N1N=C(c2ccc(Cl)cc2)CC1c1ccco1 (stereo not drawn)	8	0.9	1.2	1	1	-4	1	1	0	-4

A portion of the results above, for reference:
SMILES	APP 5'UTR act	PMI act hi M6P	bIAP activator	PMI act	FLuc stim CS	TNAP inh no acc	TNAP act hiacc	NF-kB neuron act	FLuc inh counter	TNAP inh hi DEA
CCN(CC)CCOCCOc1cc(C)c(Cl)c(C)c1	-6	1	0.9	1	1.1	-14	1.1	1	-6	-6
CCN(CC)C(=O)C(=O)Nc1cccc(Br)c1	23	0.9	1.1	0.9	1.1	-13	1	1.6	-5	-3
CCOC(=O)C1CCCN(C(=O)/C=C/c2ccc([N+](=O)[O-])cc2)C1 (stereo not drawn)	-7	0.9	1	0.9	1	-9	1	1.1	0	-2
Cc1nn2cc(-c3ccc(Cl)cc3)cnc2c1Br	208*	1.1	1	1.1	0.9	-9	1	4.1*	8	-3
Cc1c(C(=O)O)oc2ccc(S(=O)(=O)NCc3ccccc3)cc12	-4	1.1	1	1.1	1	-12	1	1.2	-5	-4

(continued)
SMILES	APP 5'UTR act	PMI act hi M6P	bIAP activator	PMI act	FLuc stim CS	TNAP inh no acc	TNAP act hiacc	NF-kB neuron act	FLuc inh counter	TNAP inh hi DEA
COc1ccc(C2=NC(C(F)(F)F)(C(F)(F)F)c3c(n(C)c(=O)n(C)c3=O)N2)cc1	-5	1	0.9	0.9	1	-9	1	0.75	-4	-5
CCc1nc2oc3cc(OC)ccc3c(=O)c2c(=O)n1-c1ccccc1	5	1	0.9	0.9	1	-8	1	1.5	-4	-2
COC(=O)c1c(NC(=O)c2ccco2)sc(C(=O)N2CCCC2)c1C	5	0.8	1	0.9	1	-8	1	0.76	-2	-3
Cc1cc(-c2ccc(Cl)cc2)c(C#N)c(N)n1	·	1.1	0.7	1.1	1	-20	1.1	1	-5	-7
O=C(CCC(=O)Nc1ccccc1Cl)N/N=C/c1ccccc1	13	1	0.8	1	1	2	1	1.2	0	2
COc1nc(C#N)c(N2CCOCC2)o1	1	0.9	0.8	0.9	1	-5	1	1.4	-3	0
Cn1cnnc1SCC(=O)NCCc1ccccc1	16	1	0.9	0.9	1.1	-9	1	1.4	-7	-4
Cc1cccc(NC(=O)CSc2nnc(-c3ccco3)n2CC2CCCO2)n1 (stereo not drawn)	1	0.9	1.1	0.9	1.1	-4	1	1.1	-6	-2
Cc1ccc(S(=O)(=O)Nc2ccc3c(c2)CCC3)cc1	-2	1	0.8	0.9	1	-9	1	0.75	2	1
O=C(NC(=S)Nc1cccc(-c2ccc(CO)o2)c1)c1cccs1	28	1	1	0.9	1	8	1	10*	-4	3
O=C(O)CC(NS(=O)(=O)c1ccc(Br)cc1)c1ccco1 (stereo not drawn)	-7	1	1	1.1	1.1	-10	1	1.3	-8	-2
O=C1CC(c2cccs2)Cc2nc(NCC3CCCO3)ncc21 (stereo not drawn)	0	0.9	0.9	1	1	-11	1.1	1.1	0	-7
COC(=O)c1cc(CNC(=O)c2cccc(Cl)c2)ccc1OC	6	1	0.7	0.9	1.1	-10	1	0.89	-6	-2
N#CCc1c(C#N)c(N)nc(N2CCN(C=O)CC2)c1C#N	4	0.9	1.1	1	1	-16	1	0.9	-1	-2
Cc1ccc([N+](=O)[O-])c(OCCCN2C(=O)NC(C)(C)C2=O)c1	19	1	1	1	1	-6	1	·	0	-2
CNCc1ccccc1OCC(=O)Nc1ccccc1OC	-8	0.9	0.9	0.9	1.1	-6	1.1	1.2	-7	-6
Cc1cccc(-n2nnc(C(=O)N3CCc4ccccc4C3)c2N)c1	25	1	1	1	1	3	1	1.3	1	-4
Cc1ccc(C)c(N2CCN(CCCNC(=O)Cn3cccc3C(=O)c3ccccc3C)CC2)c1	2	0.9	1.1	0.9	1	-3	1	1.6	-4	-4
O=C(Nc1cccc(S(=O)(=O)N2CCOCC2)c1)c1ccc(N2CCOCC2)c([N+](=O)[O-])c1	6	0.9	0.7	0.8	1.1	7	1	0.46	-11	0
CCCS(=O)(=O)N1CCN(CC2CC=CCC2)CC1 (stereo not drawn)	-3	1	1	0.9	1	-14	1.1	1.2	-4	-7
Cc1cccc(Cn2c(=O)n(CCCC(=O)NCc3ccco3)c(=O)c3ccccc32)c1	2	1.1	0.9	1	1.1	-7	1.1	1.2	-8	-5
NC(=O)c1ccc[n+](CC(=O)c2ccc(Br)cc2)c1	12	1	1	1.1	1	-1	1	1.1	-4	3
C=CCn1c(Cc2ccc(OCC)cc2)nnc1SCC(N)=O	4	0.9	0.9	0.9	1.1	-5	1	1.2	-6	-2
COc1cc(NC(=O)Nc2ccc(C)cc2)cc([N+](=O)[O-])c1	-3	0.9	0.5	0.8	1	-6	1	1.3	-1	-2
Cn1cnnc1SCC(=O)Nc1ccc(Br)cc1F	-3	1	1.1	0.9	1	-5	1	1	-5	-4
COc1nc(N/N=C/c2cc3c(cc2Br)OCO3)nc(N2CCOCC2)n1	-4	0.9	1	0.9	1	-8	1	0.39	-3	-5
